# Source: PubChem BioAssay (Southern Research Specialized Biocontainment Screening Center)
# PhoP GFP inhibition – PhoP regulon inhibitors, Salmonella typhi PhoP promoter GFP reporter, confirmatory (AID 1850); one-dose inhibition, % at 50 µM; IC50 in µM for titrated hits; 310,000 tested, 0.33% active; Salmonella Typhi PhoP-promoter GFP reporter, fluorescence, 4 h; higher % means a stronger effect; in the data active = a potency from the dose series; inconclusive = inhibition mostly from about 25% at the one dose, without a potency; inactive = the rest, 99 in 100 with inhibition below about 19%;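 also: 0% = induced wells with vehicle and 100% = uninduced wells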
# M. tuberculosis – growth inhibition of non-replicating M. tuberculosis (AID 488890); Mycobacterium tuberculosis non-replicating, growth inhibition; higher % means a stronger effect; 320,000 tested, 0.39% active; inhibition, % at 25 µM, or IC50 in µM where a hit was titrated; in the data active = a potency from the dose series; inconclusive = inhibition mostly from about 82% at the one dose, without a potency; inactive = the rest, 99 in 100 with inhibition below about 76%;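 also: plate controls were DMSO cells for no effect and high antibiotic wells for full effect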
# inhibitors of VEEV – inhibitors of VEEV TC-83 cytopathic effect, confirmation, Vero cells (AID 588727); Vero cells, VEEV TC-83 cytopathic effect inhibition; higher % means a stronger effect; inhibition, % at 20 µM, or IC50 in µM where a hit was titrated; 350,000 tested, 0.13% active; in the data active = a potency from the dose series; inconclusive = inhibition mostly from about 14% at the one dose, without a potency; inactive = the rest, 99 in 100 with inhibition below about 12%; also: strong numbers were not always called active
# influenza NS1A – H1N1 influenza NS1A inhibitors, functional cell based assay (AID 504329) | NS1A functional cell-based assay, percent inhibition; higher % means a stronger effect | one-dose inhibition, % at 12.5 µM; IC50 in µM for titrated hits | 340,000 tested, 0.3% active; in the data active = a potency from the dose series; inconclusive = inhibition above about 27% without an active follow-up result; also: strong numbers were not always called active
# H37Rv inhibition – M. tuberculosis growth inhibition, HTS (AID 449762). 330,000 tested, 0.59% active. one-dose inhibition, % at 25 µM; IC50 in µM for titrated hits. M. tuberculosis H37Rv growth inhibition, 7H9 media; higher % means a stronger effect; in the data active = a potency from the dose series; inconclusive = inhibition above about 70% without an active follow-up result;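 also: bacterial growth assessed after seven days of incubation; strong numbers were not always called active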
# inhibitors of VEEV 10K pilot screen – further read-out of inhibitors of VEEV, marked with its call; inhibition, %; measured here: 10K pilot screen inhibition
# The depositor's hits bear a star; i = inactive; ? = inconclusive; / = not tested or not shown.
SMILES,PhoP GFP inhibition,M. tuberculosis,inhibitors of VEEV,influenza NS1A,H37Rv inhibition,others
COc1ccc(N(CC(=O)Nc2ccccc2C(=O)N2CCCC2)S(=O)(=O)c2ccccc2)cc1,2%,13%,6.3%,-8%,3%,
COc1ccc(CN(C(=S)Nc2ccccc2)C2CC(=O)N(c3ccc(Cl)cc3)C2=O)cc1 (stereo unspecified),2%,24%,i,2%,-4%,
N#Cc1cc2c(nc1SCC1COc3ccccc3O1)CCC2 (stereo unspecified),3%,1%,5.4%,7%,2%,
Cc1ccc(S(=O)(=O)Nc2ncc(C(F)(F)F)cc2Cl)cc1,-3%,-3%,0.1%,-7%,-4%,
O=C(CSc1nnc2c3ccccc3c3ccccc3c2n1)Nc1ccccc1,-2%,10%,/,/,6%,
CCSc1nc2sc3c(c2c(=O)n1CC)CCC3,3%,13%,i,1%,6%,
N/C(=N\OC(=O)COc1cc(Cl)c(Cl)cc1Cl)c1ccccn1,3%,-11%,0.8%,/,-5%,
O=C1CC(c2ccsc2)Sc2ccccc2N1 (stereo unspecified),8%,3%,2.9%,0%,8%,
Brc1ccccc1-c1nnc2sc(Cc3ccccc3)nn12,-3%,50%,0.2%,-4%,23%,
CCOc1ccc(-c2noc(=O)[nH]2)cc1,-9%,9%,i,3%,-11%,
CC(NC(=O)OCc1ccccc1)C(=O)NCC1CCCO1 (stereo unspecified),6%,-2%,3.2%,-6%,-8%,
C/C(=N\NC(=O)c1ccc(NS(=O)(=O)c2cccs2)cc1)c1ccc2c(c1)OCO2,-3%,-6%,2.4%,4%,-7%,
O=C(NCC1(N2CCCCC2)CCCCC1)c1cccc(S(=O)(=O)Nc2ccc(F)cc2)c1,/,19%,i,-1%,-8%,
CC(=O)c1ccc(C(=O)Nc2nnc(-c3ccc(Cl)cc3)o2)cc1,-15%,4µM*,1.7%,-15%,?,
COc1ccc(-c2nc3n(n2)C(c2ccccc2)C2=C(CCCC2=O)N3)cc1OC (stereo unspecified),10%,15%,2.8%,-24%,-4%,
O=[N+]([O-])c1ccccc1OCCCOc1cccc2cccnc12,-2%,5%,6.0%,6%,18%,
CCOc1ccc(S(=O)(=O)NCCN2CCOCC2)c2ccccc12,-10%,3%,i,1%,-3%,
Cc1nc2c(-c3ccc(F)cc3)c(C)nn2c(C)c1CCC(=O)N1CCN(c2ccccn2)CC1,-3%,/,1.6%,-6%,-4%,
CCOc1ccccc1N1C(=O)NC(=O)C(CCc2ccncc2)(CCc2ccncc2)C1=O,-6%,12%,i,7%,-4%,
CCN1CCN(C(=O)C(C)Nc2cc(Cl)c(OC)cc2OC)CC1 (stereo unspecified),-17%,7%,2.2%,11%,0%,
Cc1onc(-c2c(F)cccc2Cl)c1C(=O)Nc1ccc(S(=O)(=O)Nc2ncccn2)cc1,/,/,1.5%,-1%,/,
O=C(CCCc1ccccc1)Nc1nnc(C(F)(F)F)s1,12%,71%,6.5%,0%,7%,
CCCOc1ccc(N2CC(C(=O)Nc3ccccc3C(=O)NC)CC2=O)cc1 (stereo unspecified),-3%,17%,1.4%,10%,-2%,
Cc1ccccc1NC(=O)c1ccc(-c2ccc(Cl)cc2Cl)o1,-8%,?,1.4%,-2%,63%,
CC1=NN(C(=O)CCc2ccc3c(c2)OCO3)C(O)(C(F)(F)F)C1 (stereo unspecified),-6%,/,0.5%,-7%,5%,

# The final three entries of the section before open the next one.
SMILES,PhoP GFP inhibition,M. tuberculosis,inhibitors of VEEV,influenza NS1A,H37Rv inhibition,others
CCCOc1ccc(N2CC(C(=O)Nc3ccccc3C(=O)NC)CC2=O)cc1 (stereo unspecified),-3%,17%,1.4%,10%,-2%,
Cc1ccccc1NC(=O)c1ccc(-c2ccc(Cl)cc2Cl)o1,-8%,?,1.4%,-2%,63%,
CC1=NN(C(=O)CCc2ccc3c(c2)OCO3)C(O)(C(F)(F)F)C1 (stereo unspecified),-6%,/,0.5%,-7%,5%,
O=S(=O)(NCCN1CCCC1)c1ccc(C(F)(F)F)cc1,0%,0%,i,-8%,9%,
Cc1ccc(C(=O)O)cc1-n1c(=O)n(Cc2ccccc2)c(=O)c2[nH]cnc21,4%,-1%,i,16%,-4%,
CC(=O)n1cc(C(C[N+](=O)[O-])SCCN)c2ccccc21 (stereo unspecified),7%,71%,1.1%,5%,-12%,
CCCC1(C(=O)OCC)NC(c2ccco2)C2C(=O)N(C)C(=O)C21 (stereo unspecified),-1%,6%,0.6%,-5%,3%,
Cc1ccc(C(=O)Nc2nnc(-c3ccncc3)s2)o1,-10%,-9%,1.7%,1%,-10%,
CCN1CCN(CCNC(=O)C2CCN(Cc3nc(-c4ccc(Cl)cc4)oc3C)CC2)CC1,7%,-26%,/,/,-6%,
Cc1cc(C(=O)N/N=C/c2cccn2C)n[nH]1,-7%,30%,0.2%,7%,7%,
Cc1cccc(-n2cc[nH]c2=S)c1C,-6%,3%,i,1%,1%,
CC(C(=O)NCc1cccs1)N1CCN(S(=O)(=O)c2ccc3c(c2)OCCCO3)CC1 (stereo unspecified),/,/,3.1%,-9%,/,
O=c1oc(-c2ccccc2NS(=O)(=O)c2ccccc2)nc2ccccc12,-22%,71%,8.3%,4%,8%,
CC(C)(C)NC(=O)NC(=O)COC(=O)c1cc[n+]([O-])cc1,-2%,-9%,0.5%,0%,-1%,
Cc1ccc(-n2nc(C)c(=O)c(-c3ccccc3)c2NC(=O)c2cccs2)cc1,2%,1%,5.7%,2%,3%,
O=C(NCCCN1CCOCC1)c1ccccc1NS(=O)(=O)c1ccc(F)cc1,2%,-13%,1.5%,-16%,-3%,
CCOC(=O)[C@@H]1[C@H]2COc3cc(OC)ccc3[C@@H]2N2C(=O)N(c3cccc(F)c3)C(=O)[C@]12C,1%,6%,i,-22%,30%,
Cc1ccc(S(=O)(=O)N2CCN(CCc3ccncc3)CC2)cc1,/,-6%,0.6%,2%,-6%,
COc1ccc(C(=O)Nc2ccc(S(=O)(=O)NC(C)(C)C)cc2)cc1[N+](=O)[O-],0%,-1%,i,-1%,-3%,
O=C(NCCCO)C(=O)Nc1cc2c3c(c1)CCC(=O)N3CCC2,10%,2%,1.0%,1%,6%,
CCC(C)[C@H](NC(=O)NC1CCCc2ccccc21)C(=O)O (stereo partly specified),-11%,15%,0.3%,-24%,3%,
COc1cccc(OC)c1C(=O)Nc1ccc(CN2CCOCC2)cc1,4%,4%,1.2%,-2%,-7%,
CCn1c(SCC(=O)NC2CCCC2)nnc1-c1ccccn1,-2%,-10%,0.5%,-5%,-23%,
CCOC(=O)C1=C(CSc2nc3c(cc2C#N)CN(C)CC3)OC(N)=C(C#N)C1c1ccncc1 (stereo unspecified),-5%,0%,1.7%,0%,-3%,
O=C1NC(=O)/C(=C\c2ccc(N3CCOCC3)o2)N1,-1%,5%,i,-14%,13%,
Cc1ccc2nc(-c3ccc(SCC(=O)O)nc3)[nH]c2c1,-8%,4%,2.2%,17%,5%,
COc1ccc(C(=O)NNC(=O)C(NC(=O)c2ccccc2NC(=O)c2ccco2)C(C)C)cc1 (stereo unspecified),0%,-25%,0.3%,-10%,10%,
CCN1C(=O)C(O)(CC(=O)C(C)(C)C)c2cc(Br)ccc21 (stereo unspecified),22%,6%,0.8%,-5%,-5%,

# Filtered by structure: those above with a tert-butyl group
SMILES,PhoP GFP inhibition,M. tuberculosis,inhibitors of VEEV,influenza NS1A,H37Rv inhibition,others
CC(C)(C)NC(=O)NC(=O)COC(=O)c1cc[n+]([O-])cc1,-2%,-9%,0.5%,0%,-1%,
COc1ccc(C(=O)Nc2ccc(S(=O)(=O)NC(C)(C)C)cc2)cc1[N+](=O)[O-],0%,-1%,i,-1%,-3%,
CCN1C(=O)C(O)(CC(=O)C(C)(C)C)c2cc(Br)ccc21 (stereo unspecified),22%,6%,0.8%,-5%,-5%,

# (continued)
SMILES,PhoP GFP inhibition,M. tuberculosis,inhibitors of VEEV,influenza NS1A,H37Rv inhibition,others
O=C1Nc2ccc3sc4ccccc4c3c2C1=O,-10%,35%,3.6%,/,10%,
CCCCNC(=O)CN1C(=O)NC(CCc2ccccc2)C1=O (stereo unspecified),-1%,2%,0.4%,-4%,6%,
c1ccc(CSc2nnc([C@@H]3CCCN3)o2)cc1,-4%,76%,2.9%,-4%,-10%,
CC(C)(C)c1cc(NC(=O)c2cc(F)c(F)c(F)c2F)no1,8%,-13%,22%,-17%,-6%,
O=C(NCCOC(=O)c1ccc(Cl)c(S(=O)(=O)N2CCCCC2)c1)c1ccncc1,0%,0%,i,-14%,-10%,
N#CCCn1cc(C(=O)NCc2ccccc2)c(-c2cccs2)n1,-1%,-4%,0.9%,-5%,1%,
CCOC(=O)c1nnn(-c2nonc2N)c1CSc1nnc(N)s1,3%,-11%,1.6%,13%,-6%,
Cc1c(CN2CCC(Oc3ccc(C(=O)N4CCCCC4)cc3)CC2)cnn1C,-9%,-2%,5.6%,-4%,-7%,
CN(C)/C=N/N(C)c1ncccc1[N+](=O)[O-],1%,-12%,0.3%,10%,-13%,
COc1ccc(C)cc1NC(=O)CCN1CCCC1,-7%,9%,0.6%,19%,-1%,inhibitors of VEEV 10K pilot screen=2.7
COc1ccccc1N1CCN(C(=O)CSc2nnc(NC(=O)C3CC3)s2)CC1,-5%,22%,7.8%,4%,-3%,
Clc1ccc2nc(-c3ccccc3)nc(C(Cl)Cl)c2c1,/,/,5.3%,5%,/,
Cc1ccc(N=C2SCCCN2C(=O)c2cccc(N3C(=O)CCC3=O)c2)cc1Cl,-5%,-5%,2.3%,-4%,-9%,
NC(=O)C1CCN(CC(O)CSc2ccc(F)cc2)CC1 (stereo unspecified),0%,-12%,0.7%,-26%,8%,
COc1ccccc1OCC(=O)Nc1ccc(-c2nnc(-c3ccco3)o2)cc1,15%,10%,0.9%,-2%,2%,
COc1ccc(CCN2C(=O)CC(Cc3cccc(C)c3)C2=O)cc1OC (stereo unspecified),0%,14%,1.8%,-14%,0%,
COc1ccccc1Nc1ncc(C(=O)N2CCN(Cc3ccc(OC)c(OC)c3OC)CC2)c2ccccc12,3%,20%,6.3%,-1%,0%,
CC(C)Oc1cccc(C(=O)C2CCCN(C(=O)c3cncs3)C2)c1 (stereo unspecified),-3%,-7%,0.9%,-1%,0%,
CCN(Cc1nc(-c2ccc(OC)c(OC)c2)no1)C(=O)c1ccoc1C,10%,-23%,3.5%,5%,-8%,
O=C(Nc1cccc(N2CCCC2)c1)c1cccs1,5%,75%,0.5%,12%,48%,
CC(=O)N1CCN(C(=O)C2(NC(=O)Nc3cccc(F)c3)CCCCC2)CC1,0%,-25%,1.2%,0%,2%,
CCN(CC)C1=CC(=O)OC12CCCCC2,-3%,-4%,0.9%,0%,0%,
CC(C)C(=O)Nc1ccccc1Cc1ccccc1,-12%,6%,0.1%,7%,25%,
O=c1[nH]c(Cc2cccs2)nc2ccccc12,-3%,-2%,2.5%,2%,3%,
CCC1(O)C(=O)OCc2c1cc1n(c2=O)Cc2cc3cc(O)ccc3nc2-1 (stereo unspecified),/,/,2.6%,2%,/,

# Carrying on.
SMILES,PhoP GFP inhibition,M. tuberculosis,inhibitors of VEEV,influenza NS1A,H37Rv inhibition,others
Cc1[nH]c2ccc(C(=O)N3CCN(c4cccc(Cl)c4)CC3)cc2c1C,-1%,16%,11%,2%,-3%,
COC(=O)c1cc(-c2ccccc2)n[nH]1,7%,13%,0.9%,-5%,32%,
COc1ccc(-c2ccc3oc(-c4ccsc4)cc(=O)c3c2)cn1,/,12%,6.4%,1%,-3%,
CC(C)C(=O)OCC(=O)NCc1ccccc1Cl,7%,-4%,i,-1%,10%,
CCOc1cc2[nH]c(=S)n(CCCC(=O)NCc3ccco3)c(=O)c2cc1OCC,-5%,-8%,2.9%,-2%,-1%,
CCOc1ccc(NC(=S)N(Cc2ccc(Cl)cc2)Cc2ccco2)cc1,2%,27%,0.7%,-10%,?,
Cc1[nH]c2ccc(F)cc2c1CCN1C(=O)OC(C)(C)C1(C)O (stereo unspecified),8%,3%,1.2%,-6%,4%,
Cc1ccc(CNC(=O)c2ccc(Br)o2)cc1,6%,72%,0.8%,1%,0%,
CC(=O)Nc1ccc(S(=O)(=O)N2CCC(n3cnc4cc(F)ccc43)CC2)cc1,-15%,15%,4.6%,3%,2%,
CCCN1CCN(CCCNC(=O)CN2C(=O)COc3ccccc32)CC1,-3%,-5%,0.3%,-1%,-10%,
CC1=NN2C(=N)/C(=C\c3cc(C)n(-c4ccc(C)cc4)c3C)C(=O)N=C2S1,12%,-23%,i,-4%,-8%,
COc1ccc(C(C(O)C(=O)c2c[nH]c3ccccc23)N2CCN(c3ccccc3)CC2)cc1 (stereo unspecified),-3%,25%,9.1%,3%,67%,
N#Cc1ccccc1S(=O)(=O)N1CCN(c2nc(-c3cccnc3)nc3ccccc23)CC1,/,/,8.5%,-6%,/,
